Rin1 Abl inh: inhibitors of human Rin1-Abl protein interaction. P00519+Q13671. TR-FRET Rin1/Abl binding, biochemical. inhibition, % at 7.35 µM. 360,000 compounds, 0.4% hits. AID 588664; in the data active = inhibition above about 5%, passing the limit was not always enough
TbMetRS inhib: blocks T. brucei methionyl-tRNA synthetase activity; 360,000 compounds, 0.4% hits; inhibition, % at 11.9 µM; purified T. brucei MetRS, ATP depletion, Kinase-Glo luminescence;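 active = inhibition above a per-plate cutoff of the control wells' mean inhibition plus 3 SD, cut at about 5.5% in these data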;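 also: 0% = DMSO wells median and 100% = median of wells with control inhibitor compound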
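System: purified T. brucei MetRS enzyme / Detection: Kinase-Glo luciferase luminescence reporting remaining unconsumed ATP / Medium: HEPES buffer with MgCl2, KCl, DTT, spermine, BSA, pyrophosphatase / Replication: singlicate, one well per compound / Evaluation: percent inhibition relative to median high and low control wells / Schedule: 2 h aminoacylation at 25 °C after 15 min preincubation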
CSN inh: blocks human CSN-mediated cullin deneddylation; 360,000 compounds, 0.38% hits; AID 651999; Purified CSN, SCF-Nedd8-OG deneddylation, fluorescence polarization; inhibition, % at 12.5 µM; Q92905;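 active = pattern-corrected inhibition above about 35%, with an unprinted fluorescence ratio check between 0.5 and 1.5, limit read from the data, passing the limit was not always enough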;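 also: 0% = enzyme with substrate and 100% = substrate without enzyme; some results filed as inactive read as strong as hits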
Target sequence (Q92905 whole entry, looked up, one chain of several): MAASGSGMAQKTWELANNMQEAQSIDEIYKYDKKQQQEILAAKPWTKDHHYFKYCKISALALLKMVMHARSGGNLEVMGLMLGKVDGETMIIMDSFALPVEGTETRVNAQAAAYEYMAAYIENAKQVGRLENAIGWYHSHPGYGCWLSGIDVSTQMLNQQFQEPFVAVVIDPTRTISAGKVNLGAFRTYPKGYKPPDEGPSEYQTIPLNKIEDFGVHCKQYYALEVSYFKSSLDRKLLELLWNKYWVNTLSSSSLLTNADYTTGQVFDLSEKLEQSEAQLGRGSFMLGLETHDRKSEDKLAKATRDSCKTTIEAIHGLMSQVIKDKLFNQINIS
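Test system: Human Csn5 produced in HEK293T cells | Compound: 12.5 µM single point | Times: 90 min, room temperature | Signal: Fluorescence polarization readout | Read-out basis: % inhibition of substrate cleavage by Csn5 | Controls: no-enzyme wells high, enzyme-with-substrate wells low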
PABP1 MLLE inh: inhibitors of microRNA-mediated deadenylation, human PABP1 MLLE binding; P11940; GST-MLLE / FITC-PAM2 fluorescence polarization; inhibition, % at 20 µM; 360,000 compounds, 0.36% hits; in the data active = inhibition above about 35%, passing the limit was not always enough;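 also: plate controls were DMSO wells with GST-MLLE for no effect and wells lacking GST-MLLE protein for full effect; some results filed as inactive read as strong as hits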
Target sequence (P11940 whole entry, looked up): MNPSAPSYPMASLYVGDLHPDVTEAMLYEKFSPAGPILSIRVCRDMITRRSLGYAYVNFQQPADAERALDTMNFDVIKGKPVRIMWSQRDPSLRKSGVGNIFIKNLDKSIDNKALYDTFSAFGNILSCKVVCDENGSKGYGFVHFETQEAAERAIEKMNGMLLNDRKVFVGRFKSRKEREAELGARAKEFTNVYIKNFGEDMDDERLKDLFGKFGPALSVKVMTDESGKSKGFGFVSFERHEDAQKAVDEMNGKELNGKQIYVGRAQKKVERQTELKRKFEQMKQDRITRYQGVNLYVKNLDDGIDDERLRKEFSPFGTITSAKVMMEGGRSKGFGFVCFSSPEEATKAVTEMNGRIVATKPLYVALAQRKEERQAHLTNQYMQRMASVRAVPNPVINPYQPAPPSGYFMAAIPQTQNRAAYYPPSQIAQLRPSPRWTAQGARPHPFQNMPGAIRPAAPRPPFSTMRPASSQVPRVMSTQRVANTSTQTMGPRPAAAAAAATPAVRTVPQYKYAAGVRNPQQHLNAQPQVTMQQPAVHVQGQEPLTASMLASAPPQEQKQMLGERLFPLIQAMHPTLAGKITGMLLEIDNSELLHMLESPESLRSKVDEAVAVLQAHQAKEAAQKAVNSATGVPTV
bovine MsrA act: bovine methionine sulfoxide reductase A activation | AID 602163 | activation, % at 10.6 µM | 360,000 compounds, 0.3% hits | purified bovine MsrA, absorbance read-out; in the data active = activation above about 7.5%;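 also: 0% = vehicle and 100% = reference activator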
MsrA inh: bovine MsrA inhibition; AID 651718; purified bovine MsrA, absorbance read-out; 360,000 compounds, 0.75% hits; inhibition, % at 15.5 µM; in the data active = inhibition above about 4.5%;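 also: 0% = vehicle wells with enzyme and 100% = reference inhibitor wells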
eLon inh: inhibits E. coli Lon protease | inhibition, % at 7.94 µM | P0A9M0 | AID 602123 | 360,000 compounds, 0.42% hits | purified E. coli Lon protease, fluorescence polarization; in the data active = inhibition above about 13%, passing the limit was not always enough;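 also: 0% = enzyme with probe and DMSO and 100% = no enzyme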
FAS TE block: FAS thioesterase (human) inhibition | P49327 | recombinant FAS-TE, OMFH fluorogenic substrate, fluorescence endpoint | inhibition, % at 15 µM | 360,000 compounds, 0.67% hits | AID 602261;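 active = compounds whose normalised, plate-corrected inhibition of enzyme fluorescence in the single-dose primary screen is 50% or more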;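 also: 0% = DMSO with enzyme and 100% = substrate without enzyme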
Neddylation inh: blocks human cullin neddylation. P61081+Q13564. TR-FRET cullin neddylation, biochemical. calls only at 25 µM. 360,000 compounds, 0.58% hits. AID 651699; in the data active = inhibition above about 36%
* hit, by the source's call. The order is random, and some 4% of all compounds hit somewhere here.

Preview (three entries):
For Cc1c(C(=O)O)nnn1-c1nonc1N the results were Rin1 Abl inh -2, TbMetRS inhib -1.3, CSN inh -4, PABP1 MLLE inh -6, bovine MsrA act -1, MsrA inh -0.5, eLon inh -1, FAS TE block 1 and Neddylation inh inactive.
For Cc1ccccc1Nc1nc(N)nc(CSc2nnc3ccccn23)n1 the results were Rin1 Abl inh -3, TbMetRS inhib -0.4, CSN inh 3, PABP1 MLLE inh -11, bovine MsrA act -3, MsrA inh 0.7, eLon inh 7, FAS TE block -7 and Neddylation inh inactive.
Cc1ccc(S(=O)(=O)Cc2ccc(C(=O)N3CCCCC3C)cc2)cc1 (stereo not drawn) was read as Rin1 Abl inh 0, TbMetRS inhib -0.2, CSN inh 3, PABP1 MLLE inh 11, bovine MsrA act -3, MsrA inh 0.0, eLon inh 1, FAS TE block -5 and Neddylation inh inactive.

The list itself (from the top)
For Cc1c(C(=O)O)nnn1-c1nonc1N the results were Rin1 Abl inh -2, TbMetRS inhib -1.3, CSN inh -4, PABP1 MLLE inh -6, bovine MsrA act -1, MsrA inh -0.5, eLon inh -1, FAS TE block 1 and Neddylation inh inactive.
For Cc1ccccc1Nc1nc(N)nc(CSc2nnc3ccccn23)n1 the results were Rin1 Abl inh -3, TbMetRS inhib -0.4, CSN inh 3, PABP1 MLLE inh -11, bovine MsrA act -3, MsrA inh 0.7, eLon inh 7, FAS TE block -7 and Neddylation inh inactive.
Cc1ccc(S(=O)(=O)Cc2ccc(C(=O)N3CCCCC3C)cc2)cc1 (stereo not drawn) was read as Rin1 Abl inh 0, TbMetRS inhib -0.2, CSN inh 3, PABP1 MLLE inh 11, bovine MsrA act -3, MsrA inh 0.0, eLon inh 1, FAS TE block -5 and Neddylation inh inactive.
For CC(C)(C)c1cc(C(=O)CCN2CCOCC2)cc(C(C)(C)C)c1O the results were Rin1 Abl inh 2, TbMetRS inhib -0.9, CSN inh 2, PABP1 MLLE inh -12, bovine MsrA act -11, MsrA inh 1.6, eLon inh 4, FAS TE block -2 and Neddylation inh inactive.
Screening O=C(O)C1=C[C@@H](c2ccc(C(F)(F)F)cc2)C[C@@H](OCCCCO)O1 returned Rin1 Abl inh 4, TbMetRS inhib -0.2, CSN inh -1, PABP1 MLLE inh 0, bovine MsrA act -1, MsrA inh -0.3, eLon inh 0, FAS TE block -6 and Neddylation inh inactive.
Screening CC(C)Oc1ccc(CN2CCC2(C)C(=O)Nc2cnc3ccccc3c2)cc1 (stereo not drawn) returned Rin1 Abl inh 0, TbMetRS inhib -0.3, CSN inh -1, PABP1 MLLE inh -1, bovine MsrA act -4, MsrA inh -0.1, eLon inh -4, FAS TE block 18 and Neddylation inh inactive.
`Cc1nn(Cc2ccc(Cl)c(Cl)c2)c(C)c1NC(=O)c1cn(-c2ccccc2)nc1-c1ccccc1` gave Rin1 Abl inh -1, TbMetRS inhib -1.4, CSN inh 6, PABP1 MLLE inh 2, bovine MsrA act -11, MsrA inh -0.2, eLon inh -11, FAS TE block 28 and Neddylation inh inactive.
For COc1ccccc1CNC(=O)c1ccc(S(=O)(=O)N(C)c2ccccc2)cc1 the results were Rin1 Abl inh -1, TbMetRS inhib -0.1, CSN inh 0, PABP1 MLLE inh 4, bovine MsrA act -1, MsrA inh -0.8, eLon inh 1, FAS TE block 13 and Neddylation inh inactive.
For COc1ccc2[nH]c(C)c(CCNC(=S)Nc3ccc(C)cc3)c2c1 the results were Rin1 Abl inh 2, TbMetRS inhib 0.1, CSN inh -5, PABP1 MLLE inh -74, bovine MsrA act -1, MsrA inh 0.2, eLon inh -3, FAS TE block 10 and Neddylation inh inactive.
Cc1ccccc1-c1nc(CN2CCC(C(=O)N3CCC(C(N)=O)CC3)CC2)c(C)o1 was read as Rin1 Abl inh 1, TbMetRS inhib -1.2, CSN inh 1, PABP1 MLLE inh -5, bovine MsrA act -4, MsrA inh -0.2, eLon inh -3, FAS TE block -1 and Neddylation inh inactive.
For Cc1c([N+](=O)[O-])cc(C(=O)Oc2ccc(Br)cc2C(=S)N2CCCCC2)cc1[N+](=O)[O-] the results were Rin1 Abl inh -1, TbMetRS inhib 0.1, CSN inh 2, PABP1 MLLE inh -22, bovine MsrA act -6, MsrA inh 0.9, eLon inh -4, FAS TE block 36 and Neddylation inh inactive.
`CC(=O)N1N=C(c2cccc(NS(=O)(=O)c3ccc(C)cc3)c2)CC1c1ccco1` (stereo not drawn) gave Rin1 Abl inh 0, TbMetRS inhib -0.7, CSN inh 4, PABP1 MLLE inh 5, bovine MsrA act -3, MsrA inh -0.1, eLon inh -8, FAS TE block 18 and Neddylation inh inactive.
For CC1(c2nnc(-c3ccccc3)o2)CC(c2ccc(F)cc2)=NO1 (stereo not drawn) the results were Rin1 Abl inh 0, TbMetRS inhib 0.3, CSN inh -2, PABP1 MLLE inh 9, bovine MsrA act -2, MsrA inh -1.4, eLon inh 3, FAS TE block 7 and Neddylation inh inactive.
Screening c1ccc(-c2noc(-c3ccc4ccccc4c3)n2)nc1 returned Rin1 Abl inh 1, TbMetRS inhib -0.7, CSN inh 1, PABP1 MLLE inh 11, bovine MsrA act -4, eLon inh 2, FAS TE block 2 and Neddylation inh inactive.
For CCC(=O)N1c2ccccc2NC2=C(C(=O)CC(C)(C)C2)C1c1cccnc1 (stereo not drawn) the results were Rin1 Abl inh 0, TbMetRS inhib -0.9, CSN inh 5, PABP1 MLLE inh 9, bovine MsrA act -8, MsrA inh -1.0, eLon inh 7, FAS TE block -10 and Neddylation inh inactive.
Cc1ccc(C)c(NC(=S)N=Nc2c(O)n(C)c3ccc(S(=O)(=O)N4CCOCC4)cc23)c1 was read as Rin1 Abl inh 2, TbMetRS inhib -0.2, CSN inh 4, PABP1 MLLE inh 25, bovine MsrA act -5, MsrA inh -1.1, eLon inh 4, FAS TE block 31 and Neddylation inh inactive.
CN(CCc1cnn(C)c1)Cc1nc(CC2CC2)no1 was read as Rin1 Abl inh -1, TbMetRS inhib -0.5, CSN inh 1, PABP1 MLLE inh 1, bovine MsrA act 1, MsrA inh -1.3, eLon inh -1, FAS TE block -2 and Neddylation inh inactive.
O=C(NNC(=O)c1ccccc1F)c1ccc(S(=O)(=O)N2CCCC2)cc1 was read as Rin1 Abl inh 1, TbMetRS inhib 0.4, CSN inh -6, PABP1 MLLE inh -5, bovine MsrA act -3, MsrA inh 0.5, eLon inh -3, FAS TE block -2 and Neddylation inh inactive.
`CCOC(=O)C1CCC(CN(Cc2ccccc2)S(=O)(=O)c2ccc([N+](=O)[O-])cc2)CC1` (stereo not drawn) gave Rin1 Abl inh -2, TbMetRS inhib 0.0, CSN inh -3, PABP1 MLLE inh 6, bovine MsrA act -3, MsrA inh 0.4, eLon inh 4, FAS TE block 23 and Neddylation inh inactive.
O=C(Nc1ccc(N2CCN(C(=O)c3ccccc3F)CC2)cc1)c1ncn[nH]1 was read as Rin1 Abl inh 4, TbMetRS inhib -0.6, CSN inh 2, PABP1 MLLE inh -11, bovine MsrA act -2, MsrA inh 0.6, eLon inh -8, FAS TE block -11 and Neddylation inh inactive.
`O=C(c1ccco1)N(Cc1nc2ccccc2c(=O)[nH]1)C1CCCC1` gave Rin1 Abl inh 1, TbMetRS inhib -0.7, CSN inh 1, PABP1 MLLE inh 2, bovine MsrA act -8, MsrA inh 1.5, eLon inh -11, FAS TE block -6 and Neddylation inh inactive.
O=[N+]([O-])c1ccc(N/N=C/c2c[nH]c3ccccc23)c(S(=O)(=O)Nc2ccc(Cl)cc2)c1 was read as Rin1 Abl inh 3, TbMetRS inhib 0.2, CSN inh 39*, PABP1 MLLE inh -130, bovine MsrA act -3, MsrA inh -0.8, eLon inh 4, FAS TE block 11 and Neddylation inh inactive.
For COCCNCC(=O)C12CC3CC(CC(C3)C1)C2 the results were Rin1 Abl inh 3, TbMetRS inhib -0.8, CSN inh -4, PABP1 MLLE inh 13, bovine MsrA act -2, MsrA inh 1.1, eLon inh -3, FAS TE block -6 and Neddylation inh inactive.
`Cn1c(Cn2c(=O)sc3ccccc32)nnc1SCc1cccnc1` gave Rin1 Abl inh 0, TbMetRS inhib 0.0, CSN inh 2, PABP1 MLLE inh 11, bovine MsrA act -3, MsrA inh 0.3, eLon inh -3, FAS TE block -6 and Neddylation inh inactive.
`COc1ccccc1-c1cnn2c(NCCc3ccccc3)cc(C)nc12` gave Rin1 Abl inh -2, TbMetRS inhib -0.9, CSN inh -1, PABP1 MLLE inh -2, bovine MsrA act -2, MsrA inh 0.8, eLon inh 3 and FAS TE block 22.
`O=C(O)CCc1ccc(-c2cccs2)n1CCc1ccccc1` gave Rin1 Abl inh 3, TbMetRS inhib -0.9, CSN inh 0, PABP1 MLLE inh 2, bovine MsrA act -10, MsrA inh 0.6, eLon inh -2, FAS TE block 0 and Neddylation inh inactive.
`CCn1c(SCC(=O)O)nnc1-c1ccc(S(=O)(=O)N2CCCC2)cc1` gave Rin1 Abl inh 2, TbMetRS inhib -0.2, CSN inh -4, PABP1 MLLE inh 11, bovine MsrA act -2, MsrA inh 0.5, eLon inh 0, FAS TE block -7 and Neddylation inh inactive.
Screening O=c1oc2ccccc2cc1-c1nc2c(s1)CCc1ccccc1-2 returned Rin1 Abl inh 0, TbMetRS inhib 0.3, CSN inh 1, PABP1 MLLE inh 36, bovine MsrA act -3, MsrA inh -0.3, eLon inh -18 and FAS TE block 20.
`CC(C)(C)OC(=O)N1CCN(C(=O)c2ncn3c2c(=O)[nH]c2ccccc23)CC1` gave Rin1 Abl inh 2, TbMetRS inhib -0.9, CSN inh -2, PABP1 MLLE inh -5, bovine MsrA act -3, MsrA inh 0.4, eLon inh -5, FAS TE block -3 and Neddylation inh inactive.
`CCc1ccc2c(c1)NC(=O)C2(C)Cc1ccc(C(F)(F)F)o1` (stereo not drawn) gave Rin1 Abl inh -1, TbMetRS inhib -0.7, CSN inh -3, PABP1 MLLE inh 1, bovine MsrA act -2, MsrA inh -0.6, eLon inh 0, FAS TE block 10 and Neddylation inh inactive.
Screening CCN(CC)C(=O)C1(P(=O)(c2ccccc2)c2ccccc2)CCC1 returned Rin1 Abl inh 2, TbMetRS inhib -0.6, CSN inh -2, PABP1 MLLE inh 2, bovine MsrA act -3, MsrA inh 1.3, eLon inh -3, FAS TE block -8 and Neddylation inh inactive.
For O=S(=O)(c1ccc(F)cc1)N1CCN(CCOc2ccccc2)CC1 the results were Rin1 Abl inh 0, TbMetRS inhib -0.1, CSN inh 1, PABP1 MLLE inh -18, bovine MsrA act -1, MsrA inh 0.5, eLon inh -5, FAS TE block 9 and Neddylation inh inactive.
Cc1nn(CC(=O)Nc2ccc3c(c2)nc2n3CCOC2)c(=O)c2ccccc12 was read as Rin1 Abl inh 10*, TbMetRS inhib -0.4, CSN inh -1, PABP1 MLLE inh -5, bovine MsrA act -1, MsrA inh 0.2, eLon inh -2, FAS TE block -11 and Neddylation inh inactive.
O=C(Cc1nc2ccccc2[nH]1)N/N=C/c1ccccc1 was read as Rin1 Abl inh 5, TbMetRS inhib 0.0, CSN inh -3, PABP1 MLLE inh -3, bovine MsrA act -2, MsrA inh -0.6, eLon inh -4, FAS TE block 1 and Neddylation inh inactive.
